HTRA1 inh = inhibitors of human serine peptidase HTRA1; recombinant HTRA1, FP-rhodamine activity-based probe, fluorescence polarization; inhibition, % at 5.96 µM; actives 0.5% (n = 340,000); AID 504803; Q92743; in the data active means inhibition above about 36%;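 further: 0% = enzyme with DMSO and 100% = wells lacking enzyme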
Target sequence (Q92743 whole entry, looked up): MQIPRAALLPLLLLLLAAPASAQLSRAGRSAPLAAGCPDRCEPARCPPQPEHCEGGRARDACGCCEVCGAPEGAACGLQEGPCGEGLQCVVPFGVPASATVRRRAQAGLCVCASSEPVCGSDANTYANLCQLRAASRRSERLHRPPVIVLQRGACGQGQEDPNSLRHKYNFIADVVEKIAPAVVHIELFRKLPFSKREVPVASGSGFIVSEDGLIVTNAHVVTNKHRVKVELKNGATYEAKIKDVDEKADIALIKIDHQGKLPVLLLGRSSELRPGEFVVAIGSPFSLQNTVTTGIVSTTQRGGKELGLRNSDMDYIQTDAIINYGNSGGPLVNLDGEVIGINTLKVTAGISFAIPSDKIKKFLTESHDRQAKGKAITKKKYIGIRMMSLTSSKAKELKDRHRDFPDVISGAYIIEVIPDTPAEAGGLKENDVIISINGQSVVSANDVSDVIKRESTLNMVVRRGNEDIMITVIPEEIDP
PRMT1 inh = blocks human protein arginine methyltransferase 1; inhibition, % at 2.79 µM; actives 1.3% (n = 370,000); AID 652257; Q99873; recombinant PRMT1, activity-based probe fluorescence polarization;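 active means inhibition above about 21% made by adding two undisclosed values, limit read from the data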
Tn7 DDE FP = inhibitors of Tn7 peptide binding to human fibrin DD(E). P02675. FP displacement of FITC-Tn7 peptide from fibrin DD(E); 0% = median of compound wells per plate. inhibition, % at 8.3 µM. actives 0.13% (n = 370,000). AID 720508;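 active means inhibition above the mean of compounds falling within the control limits plus 3 SD of them, cut at about 14% in these data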;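 further: 0% = plate median of compound wells and 100% = 10 µM Aha-Tn7 peptide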
Target sequence (P02675 whole entry, looked up): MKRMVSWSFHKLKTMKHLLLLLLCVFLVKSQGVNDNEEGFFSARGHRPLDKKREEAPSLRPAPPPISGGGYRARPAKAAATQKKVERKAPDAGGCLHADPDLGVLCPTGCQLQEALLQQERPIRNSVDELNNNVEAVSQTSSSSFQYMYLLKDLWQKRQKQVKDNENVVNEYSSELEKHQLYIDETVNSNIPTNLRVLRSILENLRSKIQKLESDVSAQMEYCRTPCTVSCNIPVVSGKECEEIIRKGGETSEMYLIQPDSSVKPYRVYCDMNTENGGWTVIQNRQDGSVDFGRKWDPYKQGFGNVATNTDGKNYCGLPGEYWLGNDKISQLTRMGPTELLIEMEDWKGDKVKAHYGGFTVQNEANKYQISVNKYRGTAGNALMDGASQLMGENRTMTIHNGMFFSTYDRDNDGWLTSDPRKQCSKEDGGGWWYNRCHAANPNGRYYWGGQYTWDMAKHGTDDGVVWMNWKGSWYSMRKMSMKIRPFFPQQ
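assay system = human clot-derived fibrin DD(E) complex | quantity = Fibrin-DD(E) at 2 µM final | timing = 10 min preincubation, 3 h with tracer, room temperature | signal = fluorescence polarization | measure = percent inhibition | benchmarks = high control wells with 10 µM unlabelled Aha-Tn7 peptide (full inhibition) | replicates = singlicate testing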
TDP2 absorb = TDP2 (human) inhibition, absorbance primary screen; actives 0.34% (n = 370,000); inhibition, % at 12.8 µM; recombinant TDP2, T5PNP hydrolysis, p-nitrophenol absorbance 415 nm; AID 720702;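 active means inhibition above the mean of all tested compounds plus 3 SD, set per campaign, cut at about 25% in these data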;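 further: 0% = DMSO with enzyme and 100% = buffer with substrate but no TDP2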
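System – recombinant human TDP2 · Quantity – TDP2 enzyme at 120 nM final · Doses – single concentration, 12.8 µM nominal, with 1% DMSO · Incubation – 2 h at 37 °C · Measured by – epi absorbance of p-nitrophenol freed from T5PNP by hydrolysis · Read-out – % inhibition relative to enzyme-containing and enzyme-free wells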
UHRF1 binding = blocks human UHRF1 binding to methylated DNA. Q96T88. UHRF1 binding to methylated oligo, TR-FRET. inhibition, % at 4.4 µM. actives 0.75% (n = 370,000). AID 687016; in the data active means inhibition above about 21%;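 further: UHRF1 SRA domain binding a hemimethylated CpG hairpin DNA probe; 0% = median of test compound wells and 100% = reference inhibitor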
mABHD4 FP = ABHD4 (mouse) inhibition, primary FP screen | Q8VD66 | purified mABHD4, FP-Rh probe fluorescence polarization | inhibition, % at 8.92 µM | actives 0.54% (n = 370,000);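 active means inhibition exceeding the mean over every tested compound plus 3 SD, cut at about 30% in these data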;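 further: 0% = plate median of compound wells and 100% = S159A mutant with DMSO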
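Test system: mouse ABHD4 enzyme, wild type. Reagent: FP-Rh fluorescent activity-based probe, added after compound pre-incubation. Timing: pre-incubation 45 min, probe exposure 60 min, at 25 °C. Technique: FP readout, ex 525 nm / em 598 nm. Benchmarks: high control S159A mutant with DMSO, low control median of compound wells.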
TCR CD3 inh = human TCR-CD3 binding inhibition; AID 651800; actives 0.37% (n = 360,000); inhibition, % at 9.4 µM; TAMRA-labeled TCR probe fluorescence, biochemical; in the data active means inhibition above about 19%;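 further: recombinant mutant TCR 2C K166C tagged with TAMRA read by polarization; 0% = receptor in buffer alone and 100% = receptor with positive control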
PG9 binder = PG9 antibody binding by small molecule. TR-FRET gp120-PG9 antibody binding. inhibition, % at 6.7 µM. actives 0.43% (n = 360,000). AID 624416; in the data active means inhibition above about 8.5%
SIAE primary = blocks human sialic acid acetylesterase. SIAE FP-Rh probe binding, fluorescence polarization. inhibition, % at 9.66 µM. actives 0.69% (n = 370,000). AID 1053197;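 active means inhibition above a cutoff: mean of compounds within the control limits plus 3 SD of those, cut at about 17% in these data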;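 further: 0% = plate median of compound wells and 100% = probe without SIAE protein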
LEDGF integ inh = blocks HIV-1 LEDGF/p75-dependent DNA integration | AID 743269 | TR-FRET IN-LEDGF/p75 DNA integration, Eu/Cy5 | actives 0.64% (n = 370,000) | inhibition, % at 3.7 µM;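 active means inhibition above the screen-wide mean plus 3 SD, cut at about 13% in these data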;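 further: signal is the Cy5 over europium emission ratio at 671 and 618 nm; 0% = plate median of compound wells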
Starred values were filed as active, the others as inactive; . = no result given. Not a hit list. About 4.2% of those tested had a hit in this group.

SMILES	HTRA1 inh	PRMT1 inh	Tn7 DDE FP	TDP2 absorb	UHRF1 binding	mABHD4 FP	TCR CD3 inh	PG9 binder	SIAE primary	LEDGF integ inh
Cn1c(=O)c(=O)n(C)c2cc(N3CCOCC3)c(NS(=O)(=O)c3ccc([N+](=O)[O-])cc3)cc21	1	25*	5	-9	1	0	1	-1.4	3	-1
Cc1nc(C(=O)N/N=C/c2[nH]ncc2Br)cs1	9	0	-3	3	0	-10	9	-0.4	-6	-4
CCN(C(=O)COC(=O)[C@H](C)N=C1NS(=O)(=O)c2ccccc21)C1CCS(=O)(=O)C1 (some centres not stated)	-1	2	0	-9	3	-10	-4	1.9	2	-3
Cc1ccc2c(c1)N(CCC(=O)NCc1ccc3c(c1)OCO3)C(=O)CO2	8	7	-1	3	7	4	-6	1.4	3	-3
Cc1ccc(N/N=C(\C#N)C(=N)N2CCOCC2)cc1	2	0	-2	-2	-2	0	3	-6.2	7	-1
COCCNC(=O)c1nn2c(C(F)(F)F)cc(-c3ccccc3)nc2c1Cl	6	-6	1	-13	1	-5	6	-0.2	0	-1
O=[N+]([O-])c1cccc(-c2noc3c2-c2nc(Cc4cccc5ccccc45)sc2CC3)c1	4	-2	-2	6	-1	4	-6	0.0	2	-2
CC1CC(C)(C)NC(=S)N1CCCC(=O)N1CCN(c2ccc(F)cc2)CC1 (configuration not stated)	3	-1	1	6	-1	7	9	1.4	1	-2
C=CCN1CC(COc2ccc(OC)cc2)OCCS1(=O)=O (configuration not stated)	.	-2	-3	-5	0	0	3	-1.4	-2	-4
CC1(C(=O)Nc2nccs2)CCN1C(=O)C1(c2ccccc2)CC1 (configuration not stated)	.	-2	-7	-6	-1	-7	5	-0.2	3	1
CCN(C(=O)COc1ccccc1C(=O)NCc1ccccc1)C1CCS(=O)(=O)C1 (configuration not stated)	-5	0	5	-2	2	-1	1	-0.8	1	-2
CCOC(=O)C1(Cc2ccc(Cl)cc2)CCN(C(=O)CCc2ccncc2)CC1	-1	1	-11	-11	-2	6	6	-1.0	-3	-1
Cc1ccc(-c2cc(Cc3ccccn3)c(=O)[nH]n2)cc1	4	3	-5	-1	-2	3	-3	-1.5	4	1
O=C(NCCN1CCOCC1)c1cnn2c(-c3ccccc3)cc(-c3ccccc3)nc12	-23	1	0	4	1	0	2	0.2	-13	-1
O=Nc1c(-c2ccccc2)[nH]n(-c2ccccc2)c1=O	10	-5	-2	9	-6	16	4	-5.7	8	-1
CCOC(=O)[C@]12CCCCC/C=C\1N(CCc1ccc(Cl)cc1)C(=O)[C@H]2CC(=O)NCc1cccs1	.	-2	11	1	-2	-6	.	.	-2	-2
COc1ccc(C(=O)NCC(=O)Nc2ccccc2)cc1OC	-4	-3	4	-2	-1	-3	-1	1.2	-2	-2
CCCOc1cccc(C2/C(=C(/O)c3ccc(OC)cc3)C(=O)C(=O)N2CCN(C)C)c1 (configuration not stated)	1	3	7	-7	-2	-5	9	2.2	6	-3
COc1ccc(N(C2CSC2)S(=O)(=O)c2ccccc2)cc1	-9	3	0	-13	6	-11	-1	-0.9	-3	-3
CCOc1cc(CNc2ccc(N3CCCCC3)cc2)cc(Br)c1OCC(=O)NC(C)(C)C	45*	8	5	12	-6	28	3	-2.8	17	15*
COc1ccc([C@@H]2[C@@H]3C(=O)N(C(C)(C)C)C(=O)[C@@H]3[C@]3(CC(C)C)C(=O)N(c4cccc(F)c4)C(=O)N23)cc1	-31	-2	4	5	1	-4	3	-0.5	0	1
Cc1cccc(C)c1NC(=O)CN1C(=O)CCSc2ccc(S(=O)(=O)N3CCCC3)cc21	4	0	-3	15	14	4	-1	-1.6	6	0
COc1cc(OC)c(N(C)S(=O)(=O)c2cccc(C(=O)Nc3nc(C)cs3)c2)cc1Cl	-52	1	-2	-2	-1	-10	5	-1.0	-11	-2
Cc1ccc(-c2cnc(C(O)c3ccc(C)cc3)[nH]2)cc1 (configuration not stated)	.	-3	-8	2	-3	-4	5	0.4	4	1
O=C1NC(=S)N/C1=C/C=C/c1ccccc1	-2	-3	2	-17	-4	2	0	-3.9	2	-5

Just Tn7 DDE FP, UHRF1 binding and HTRA1 inh (2 entries from above):
Compound,Tn7 DDE FP,UHRF1 binding,HTRA1 inh
Cc1ccc2c(c1)N(CCC(=O)NCc1ccc3c(c1)OCO3)C(=O)CO2,-1,7,8
Cc1ccc(N/N=C(\C#N)C(=N)N2CCOCC2)cc1,-2,-2,2

In the list so far, these have a nitro group on carbon:
SMILES	HTRA1 inh	PRMT1 inh	Tn7 DDE FP	TDP2 absorb	UHRF1 binding	mABHD4 FP	TCR CD3 inh	PG9 binder	SIAE primary	LEDGF integ inh
Cn1c(=O)c(=O)n(C)c2cc(N3CCOCC3)c(NS(=O)(=O)c3ccc([N+](=O)[O-])cc3)cc21	1	25*	5	-9	1	0	1	-1.4	3	-1
O=[N+]([O-])c1cccc(-c2noc3c2-c2nc(Cc4cccc5ccccc45)sc2CC3)c1	4	-2	-2	6	-1	4	-6	0.0	2	-2

Single records (already shown):
Results for O=Nc1c(-c2ccccc2)[nH]n(-c2ccccc2)c1=O → HTRA1 inh: 10; PRMT1 inh: -5; Tn7 DDE FP: -2; TDP2 absorb: 9; UHRF1 binding: -6; mABHD4 FP: 16; TCR CD3 inh: 4; PG9 binder: -5.7; SIAE primary: 8; LEDGF integ inh: -1
Results for Cn1c(=O)c(=O)n(C)c2cc(N3CCOCC3)c(NS(=O)(=O)c3ccc([N+](=O)[O-])cc3)cc21 → HTRA1 inh: 1; PRMT1 inh: 25*; Tn7 DDE FP: 5; TDP2 absorb: -9; UHRF1 binding: 1; mABHD4 FP: 0; TCR CD3 inh: 1; PG9 binder: -1.4; SIAE primary: 3; LEDGF integ inh: -1
Results for CCOc1cc(CNc2ccc(N3CCCCC3)cc2)cc(Br)c1OCC(=O)NC(C)(C)C → HTRA1 inh: 45*; PRMT1 inh: 8; Tn7 DDE FP: 5; TDP2 absorb: 12; UHRF1 binding: -6; mABHD4 FP: 28; TCR CD3 inh: 3; PG9 binder: -2.8; SIAE primary: 17; LEDGF integ inh: 15*

Continued.
SMILES	HTRA1 inh	PRMT1 inh	Tn7 DDE FP	TDP2 absorb	UHRF1 binding	mABHD4 FP	TCR CD3 inh	PG9 binder	SIAE primary	LEDGF integ inh
CCc1ccc(N2NC(=O)/C(=C/C=C/c3ccco3)C2=O)cc1	8	8	-5	-8	14	4	-6	-6.4	-7	2
CC(NC(=O)Cc1cccs1)C(c1cccs1)N1CCOCC1 (configuration not stated)	-9	-1	-6	-10	1	3	4	-2.1	-5	0
CN=C(C)/C(C(=O)OC)=C(/O)c1ccccc1F	-2	-6	-5	-3	-1	2	2	-2.4	3	1
O=C(CCNS(=O)(=O)c1ccccc1)NNC(=O)C1COc2ccccc2O1 (configuration not stated)	3	6	5	-5	-4	3	1	0.8	2	14*
COC(OC)C(C)NC(=O)NC(=O)c1ccccc1Cl (configuration not stated)	6	-2	5	17	-2	3	0	0.0	1	2
CC1CN(c2ccc([N+](=O)[O-])nc2)CC(C)O1 (configuration not stated)	-10	-7	-7	-22	-3	-1	6	1.5	3	-1
COc1ccc(-c2nc3cnccn3c2NC2CCCCC2)cc1-c1cccc(Cl)c1	-44	2	-8	-6	6	25	-9	3.1	0	5
Cc1cccc(NC(=O)C2CC2c2ccccc2)c1C (configuration not stated)	-7	-1	3	6	0	-2	2	0.8	5	0
N#Cc1ccc(CN(Nc2ccccc2)c2ccccc2)cc1	-11	-2	1	-23	2	-11	-3	-3.0	-5	4
Cc1ccccc1N1CCN(C(=S)c2ccccc2)CC1	-7	2	3	-15	2	-2	-3	-0.3	3	-3
COC(=O)c1sc2nc(C)nc(SCC(=O)N3CCC(C(=O)O)CC3)c2c1C	4	3	1	1	2	2	7	3.4	-5	-1
COc1ccc(-c2cc(C(F)(F)F)nc(-n3cc(Br)cn3)n2)cc1	-1	-1	7	-1	2	-6	-1	0.6	-3	0
CC(O)c1nc2ccccc2n1Cc1nnc(-c2ccc(Cl)cc2)o1 (configuration not stated)	-2	0	1	-7	-5	-10	0	1.8	-3	2
CC(=O)C(C(C)=O)c1c(Cl)c(O)c(O)c2c(C(=O)c3ccccc3)coc12	65*	79*	-4	-17	0	43*	-2	12*	-1	51*
c1cncc(-c2cn(C[C@H]3CC[C@H](Cn4cc(-c5cccnc5)nn4)O3)nn2)c1	2	2	4	-5	2	3	-8	0.3	-3	-3
COC(C[C@@H](O)C[C@H](O)COCc1ccccc1)OC	-5	0	-1	0	0	3	0	-1.5	4	0
CN(C)c1ncnc2c1ncn2C1CCCCO1 (configuration not stated)	3	-4	0	-8	0	1	7	1.3	-1	-5
CN(C)CCNc1nc2c(c(=O)[nH]c(=O)n2C)n1CC(O)COc1ccc(Cl)cc1 (configuration not stated)	5	-4	-3	9	-3	-2	-5	-1.4	10	-2
C[C@H]1[C@H]2c3nc4ccccc4n3C[C@H]1ON2C1CCCCC1	0	-2	6	-9	2	-2	-1	-1.4	2	1
O=C(NC1CCCCC1)c1cc(Cl)nc2ccccc12	-2	-4	-3	2	-1	-4	1	0.4	7	2
COc1ccc(Cn2ccc3ccc(-c4ccc5ccn(Cc6cccc(F)c6)c5c4)cc32)cc1	.	7	7	6	-2	5	.	.	-4	3
CCC1(C)Cc2c(sc3nnn(CC(=O)Nc4ccc(Cl)cc4)c(=O)c23)CO1 (configuration not stated)	-32	-1	-2	-11	-2	-19	-5	-0.2	-22	1
CCN(Cc1nc(-c2cccc(C)c2)no1)C(=O)c1ccco1	-9	-1	6	11	-1	-1	6	-2.4	2	-3
CCOC(=O)N1CCN(C(=O)c2cnsn2)CC1	-2	0	-1	-11	1	3	-6	0.4	-4	-5
CCn1c(COc2ccccc2)nnc1SCC(=O)Nc1ccc(N2CCOCC2)cc1	1	5	-1	0	2	-4	-3	-0.3	-1	-4

Records listed so far shown as hits in PRMT1 inh:
SMILES	HTRA1 inh	PRMT1 inh	Tn7 DDE FP	TDP2 absorb	UHRF1 binding	mABHD4 FP	TCR CD3 inh	PG9 binder	SIAE primary	LEDGF integ inh
Cn1c(=O)c(=O)n(C)c2cc(N3CCOCC3)c(NS(=O)(=O)c3ccc([N+](=O)[O-])cc3)cc21	1	25*	5	-9	1	0	1	-1.4	3	-1
CC(=O)C(C(C)=O)c1c(Cl)c(O)c(O)c2c(C(=O)c3ccccc3)coc12	65*	79*	-4	-17	0	43*	-2	12*	-1	51*

From PubChem
